Screening results (PubChem BioAssay)
Bim-Mcl-1 – inhibitors of Bim peptide binding to Mcl-1, primary screen, biochemical, bead-based flow cytometry, multiplex | Induced myeloid leukemia cell differentiation protein Mcl-1 (Homo sapiens), Q07820 | Bim peptide-Mcl-1 binding | inhibition, % at 10 µM | 190,000 compounds, 0.1% hits | AID 1009, 2008; in the data active = inhibition above about 40%;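 note: 0% = no compound tracer wells and 100% = peptide blocker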
RGS4-Gao reg – modulators of RGS4 binding to Galphao, primary screen, biochemical, multiplexed bead flow cytometry; Guanine nucleotide-binding protein G(o) subunit alpha (Homo sapiens), P09471; actives lie on both sides; binding response (% of control), % at 10 µM; 220,000 compounds, 0.33% hits; AID 1415, 2008; in the data active = binding response below about 49% or above about 150%; inactive = in between;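 note: fluorescent Galphao activated with aluminum fluoride binding bead-coupled RGS4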
Mcl1 Bid PPI – Mcl-1/Bid binding inhibitors, primary screen, biochemical, TR-FRET, 1536-well; TR-FRET Mcl-1/Bid-Dy647 peptide binding; inhibition, % at 21.7 µM; 220,000 compounds, 0.97% hits; AID 1021, 2008;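 active = compounds that cut the binding signal by more than half at the single screening dose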;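 note: His-tagged Mcl-1 with europium anti-His antibody binding Bid BH3 peptide; 0% = Mcl-1 plus peptide wells and 100% = peptide-only wells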
ABCG2 inh – ABCG2 efflux pump inhibitors, primary screen, multiplex with ABCB1, IgMXP3 cells, flow cytometry | Broad substrate specificity ATP-binding cassette transporter ABCG2 (Homo sapiens), Q9UNQ0 | 190,000 compounds, 0.1% hits | JC-1 efflux | inhibition, % at 6.6 µM | AID 1325, 2008;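 active = inhibition above 80%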;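 note: 0% = DMSO and 100% = nicardipine control wells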
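material = IgMXP3 (ABCG2) plus far-red-tagged CCRF-Adr (ABCB1) cells | amount = 3 million cells/mL, equal mix of both lines | also added = JC-1 transporter substrate | dosing = one concentration, 6.6 µM final | schedule = 10 min at 25 °C | measured by = flow cytometric JC-1 green MFI at 530 nm | read-out basis = percent efflux inhibition, scaled nicardipine 100% to DMSO 0%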
Avidin fluor – green autofluorescence of compounds with avidin beads – biophysical, 488/530 nm, flow cytometry, artefact control, profiling panel; compound fluorescence 488/530 nm; hits give high values; fluorescence (KMESF) at 10 µM; 220,000 compounds, 0.38% hits; in the data active = fluorescence above about 47; note: inactives centre near 10
Mcl1-Noxa inh – Mcl-1/Noxa binding inhibitors, primary screen, biochemical, TR-FRET, 1536-well. AID 1022, 2008. 220,000 compounds, 1.5% hits. TR-FRET Mcl-1/Noxa peptide binding, 2 h. inhibition, % at 21.7 µM. Induced myeloid leukemia cell differentiation protein Mcl-1 (Homo sapiens), Q07820;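 active = compounds that cut the protein-peptide binding signal by more than 50% relative to plate controls in a single-dose test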;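 note: His-tagged Mcl-1 with rhodamine Noxa BH3 peptide and terbium anti-His antibody; 0% = Mcl-1 plus Noxa peptide wells and 100% = peptide-only wells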
RGS7-Gao – RGS7-Galphao binding modulators, primary screen, biochemical, multiplexed bead flow cytometry; Guanine nucleotide-binding protein G(o) subunit alpha (Homo sapiens), P09471; actives lie on both sides; binding response (% of control), % at 10 µM; 220,000 compounds, 0.35% hits; AID 1439, 2008; in the data active = binding response below about 49% or above about 150%; inconclusive = no clear call, values can overlap the other calls; inactive = in between;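 note: fluorescent Galphao held in activated GDP-AlF4 state binding bead-coupled RGS7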
ABCB1 block – ABCB1 efflux pump inhibitors, primary screen, cell-based, multiplex, flow cytometry, ABCG2 counter-screen | inhibition, % at 6.6 µM | AID 1326, 2008 | CCRF-Adr cells, JC-1 efflux | 190,000 compounds, 0.067% hits | ATP-dependent translocase ABCB1 (Homo sapiens), P08183; in the data active = inhibition above about 40%;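 note: 0% = vehicle and 100% = reference inhibitor; higher value means more JC-1 retained so stronger ABCB1 efflux block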
Target sequence (P08183 whole entry, looked up): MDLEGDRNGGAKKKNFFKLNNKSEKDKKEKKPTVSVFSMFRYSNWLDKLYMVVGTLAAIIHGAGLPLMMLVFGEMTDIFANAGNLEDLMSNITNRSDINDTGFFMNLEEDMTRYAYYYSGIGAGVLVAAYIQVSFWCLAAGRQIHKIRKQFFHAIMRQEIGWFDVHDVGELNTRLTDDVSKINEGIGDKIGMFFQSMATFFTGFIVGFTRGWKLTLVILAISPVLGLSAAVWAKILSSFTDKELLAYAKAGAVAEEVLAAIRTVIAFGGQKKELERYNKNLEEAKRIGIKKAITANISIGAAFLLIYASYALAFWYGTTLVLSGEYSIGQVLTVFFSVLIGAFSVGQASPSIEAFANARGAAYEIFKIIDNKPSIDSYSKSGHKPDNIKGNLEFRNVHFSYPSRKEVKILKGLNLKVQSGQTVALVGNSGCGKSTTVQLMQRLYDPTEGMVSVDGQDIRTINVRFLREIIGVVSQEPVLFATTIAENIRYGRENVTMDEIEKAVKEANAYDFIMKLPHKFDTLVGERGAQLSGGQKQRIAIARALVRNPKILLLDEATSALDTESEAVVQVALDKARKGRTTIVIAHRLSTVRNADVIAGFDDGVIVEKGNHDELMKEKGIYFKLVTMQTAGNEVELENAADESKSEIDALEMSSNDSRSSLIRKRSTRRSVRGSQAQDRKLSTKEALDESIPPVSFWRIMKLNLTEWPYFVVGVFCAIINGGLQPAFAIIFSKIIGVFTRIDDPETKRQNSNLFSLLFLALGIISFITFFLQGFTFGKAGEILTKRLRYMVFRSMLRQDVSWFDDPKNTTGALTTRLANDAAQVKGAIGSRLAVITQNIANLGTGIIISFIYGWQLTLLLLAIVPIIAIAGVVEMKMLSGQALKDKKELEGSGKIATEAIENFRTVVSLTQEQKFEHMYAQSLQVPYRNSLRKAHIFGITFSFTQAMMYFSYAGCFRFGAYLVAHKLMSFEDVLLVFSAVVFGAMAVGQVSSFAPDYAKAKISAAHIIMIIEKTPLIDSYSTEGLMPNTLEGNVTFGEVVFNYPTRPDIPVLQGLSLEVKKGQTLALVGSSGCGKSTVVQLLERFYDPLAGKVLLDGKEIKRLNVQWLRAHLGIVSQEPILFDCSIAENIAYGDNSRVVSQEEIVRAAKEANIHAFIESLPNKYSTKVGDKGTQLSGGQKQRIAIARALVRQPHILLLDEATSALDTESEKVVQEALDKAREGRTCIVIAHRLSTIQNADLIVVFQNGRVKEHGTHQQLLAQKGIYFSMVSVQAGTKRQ
GSH bead fluor – compound fluorescence on glutathione beads, profiling panel, artefact control, biophysical, 488/530 nm, flow cytometry | GSH beads flow cytometry, compound fluorescence 488/530 nm; hits give high values | fluorescence (KMESF) at 10 µM | 190,000 compounds, 0.25% hits | AID 1776, 2009; in the data active = fluorescence above about 89;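 note: glutathione beads carrying GST-tagged Bcl family fusion proteins plus one bare bead set; values are compound well signal with DMSO vehicle wells as background; inactives centre near 16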
RGS8-Gao reg – RGS8-Galphao binding modulators, primary screen, biochemical, multiplexed bead flow cytometry; Guanine nucleotide-binding protein G(o) subunit alpha (Homo sapiens), P09471; 220,000 compounds, 0.34% hits; actives lie on both sides; response (percent of control binding), % at 10 µM; in the data active = response below about 60% or above about 140%; inactive = in between;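 note: Galphao activated as the GDP aluminium fluoride complex binding bead-coupled RGS8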
Pf gamet viab – late stage P. falciparum gametocyte viability inhibitors, primary screen, ATP luminescence, HTS; inhibition, % at 10.9 µM; P. falciparum stage V gametocytes, 24 h; 150,000 compounds, 0.065% hits;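 active = inhibition above the mean plus 3 SD of compounds within the control limits, set per campaign, cut at about 38% in these data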;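 note: 0% = DMSO wells and 100% = medium only without gametocytes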
An asterisk follows results filed as active; ? = inconclusive; . = no result given.

SMILES	Bim-Mcl-1	RGS4-Gao reg	Mcl1 Bid PPI	ABCG2 inh	Avidin fluor	Mcl1-Noxa inh	RGS7-Gao	ABCB1 block	GSH bead fluor	RGS8-Gao reg	Pf gamet viab
COc1ccc(C2(C(=O)NCc3ccco3)CCCC2)cc1OC	-2	100	-14	1	35	4	98	0.4	13	99	.
S=c1[nH]nc(C2COc3ccccc3O2)o1 (stereo not given)	-1	104	-55	0	6	4	100	-0.1	5	103	.
CC(=O)OC(C)(CCC(C)(OC(C)=O)C(C)=O)C(C)=O (stereo not given)	-2	106	-1	2	2	6	102	0.6	57	96	.
COc1cccc(-c2nc(-c3ccc(NC(=O)Cc4ccccc4OC)cc3)no2)c1	-4	94	-36	-1	11	-5	89	-0.3	24	87	.
COc1cccc(-c2nnc(SCc3ccccn3)n2C)c1	-3	96	-7	1	37	1	96	0.1	12	98	.
CCn1c2ccccc2n2c(=O)c(=O)n(CC(=O)N3CCN(c4ccccc4OC)CC3)nc12	-1	99	7	2	9	5	100	0.5	18	117	.
CC(Sc1nc(-c2ccccc2)cc(C(F)(F)F)n1)C(=O)N1CCCCC1 (stereo not given)	0	97	-14	2	10	7	98	0.3	11	99	.
Cc1nc(SC2C=CS(=O)(=O)C2)n[nH]1 (stereo not given)	2	98	5	0	13	13	97	0.1	10	100	.
Cc1ccsc1/C=N/NC(=O)c1ccc([N+](=O)[O-])cc1	-2	101	-26	4	10	23	?	0.6	11	99	.
COc1ccccc1C1C2C(=O)N(c3ccccc3)C(=O)C2ON1c1ccccc1 (stereo not given)	-3	103	-3	0	10	2	99	0.5	40	100	-51
CC1=NN(C(C#N)c2cccc([N+](=O)[O-])c2)C(C)(C)C1 (stereo not given)	1	101	-20	2	12	24	99	-0.1	7	102	.
O=C(Oc1c(CN2CCOCC2)cc(Cl)c2cccnc12)c1ccccc1Cl	0	103	-72	11	11	-28	?	1.3	19	101	-13
O=c1c2c(ncn2C2CCCC2)n(Cc2ccccc2)c(=O)n1CCOc1ccc(Br)cc1	-3	98	-33	18	7	-16	98	4.2	11	100	12
O=C1CSC(c2ccccc2Br)N1c1ccc(Cl)cn1 (stereo not given)	0	99	-18	1	2	4	100	0.6	10	101	-19
CCN(CC)C(=O)CSc1nc(O)c(Cc2ccccc2)c(=O)n1-c1ccc(C)cc1	.	100	-45	.	3	5	?	.	.	102	-3
Cc1cc(C)n(C(=O)CCCn2nc(C)c([N+](=O)[O-])c2C)n1	-1	98	-7	7	11	-3	100	0.5	11	102	6
CCC(C)c1ccc(OCC(=O)Nc2ccc(Cl)cn2)cc1 (stereo not given)	-5	109	18	2	7	9	108	0.2	30	118	-13
CNS(=O)(=O)c1cc(OC)ccc1OC	-5	101	-9	11	13	14	101	1.0	24	103	.
Fc1ccc(NC(=S)Nc2ccc3nccnc3c2)cc1	-2	98	-72	3	18	24	98	0.2	10	100	1
O=C(N/N=C\c1ccc(-c2ccc(Cl)c(Cl)c2)o1)C(=O)N1CCCC1	3	95	-8	-1	5	-2	97	-0.5	6	98	.
CCOc1ccc2oc(C(=O)NCC(C)(C)CN(C)C)c(C)c2c1	0	98	-14	0	8	15	?	-0.2	25	99	-1
CCN(CC)CCNC(=O)Cn1nc(Cc2cccnc2)c2ccccc2c1=O	-2	104	-28	2	4	-13	104	0.5	12	106	.
CCCCN(C)C1CCN(C(=S)Nc2ccc(OC)cc2)CC1	-1	102	-32	9	9	-7	102	-0.5	12	103	20
Cn1nc(-c2ccccc2)cc1NC(=O)Nc1ccc(C(C)(C)C)cc1	.	106	3	.	12	6	?	.	.	103	-27
COc1ccc(CN(Cc2ccc(OC)cc2)S(=O)(=O)c2ccc(-n3cnnn3)c(C)c2)cc1	-4	100	4	6	24	1	95	4.7	16	99	.

Arranged by count of non-hydrogen atoms (low to high): part of the list above
SMILES	Bim-Mcl-1	RGS4-Gao reg	Mcl1 Bid PPI	ABCG2 inh	Avidin fluor	Mcl1-Noxa inh	RGS7-Gao	ABCB1 block	GSH bead fluor	RGS8-Gao reg	Pf gamet viab
CCOc1ccc2oc(C(=O)NCC(C)(C)CN(C)C)c(C)c2c1	0	98	-14	0	8	15	?	-0.2	25	99	-1
CC(Sc1nc(-c2ccccc2)cc(C(F)(F)F)n1)C(=O)N1CCCCC1 (stereo not given)	0	97	-14	2	10	7	98	0.3	11	99	.
COc1ccccc1C1C2C(=O)N(c3ccccc3)C(=O)C2ON1c1ccccc1 (stereo not given)	-3	103	-3	0	10	2	99	0.5	40	100	-51
CCn1c2ccccc2n2c(=O)c(=O)n(CC(=O)N3CCN(c4ccccc4OC)CC3)nc12	-1	99	7	2	9	5	100	0.5	18	117	.

More records follow:
SMILES	Bim-Mcl-1	RGS4-Gao reg	Mcl1 Bid PPI	ABCG2 inh	Avidin fluor	Mcl1-Noxa inh	RGS7-Gao	ABCB1 block	GSH bead fluor	RGS8-Gao reg	Pf gamet viab
Cn1c(=O)c2c(nc(OCCc3ccccc3)n2C)n(C)c1=O	.	101	-5	.	5	1	?	.	.	99	.
Nc1ccc(N2CCCCCC2)cc1	7	88	-19	-1	5	65*	79	-0.6	15	87	.
CC(C)(C)[C@H]1C=C(C(=O)N2CCOCC2)O[C@@H](OCCCCO)C1	0	98	-10	2	6	-26	98	0.1	17	97	-3
Cc1ccc(CNC(=O)Cn2cccc2C(=O)c2ccccc2)cc1	-1	102	9	1	.	-1	119	-0.2	42	.	.
COc1ccc(CC2(CO)CCN(Cc3cccnc3)CC2)cc1	1	100	-30	31	9	7	96	0.8	15	100	11
COc1ccccc1-c1ccc(Nc2cccc(C(C)=O)c2)nn1	2	101	-4	2	9	11	98	0.6	54	99	.
CSc1cc(-c2ccccc2)n(Cc2ccccc2Cl)c(=O)c1C#N	0	100	-1	0	9	-20	95	-0.4	11	102	9
COc1ccccc1/C=N/NC(=O)CC(=O)Nc1ccc(Cl)c(Cl)c1	-1	99	-11	6	14	13	101	0.8	22	102	.
CCc1ccccc1OCCOc1ccc(C)cc1OC	0	101	-7	5	8	-5	102	0.3	33	100	-25
CN1CCN(C2=Nc3cc(F)ccc3Cc3ccccc32)CC1	-1	105	-3	1	7	-18	102	.	68	102	.
O=C(NCc1ccccc1C(F)(F)F)C12CN(Cc3ccccc3)CC1C(c1ccc([N+](=O)[O-])cc1)=NO2 (stereo not given)	0	97	22	4	7	25	100	2.0	31	97	-21
O=C(CN1C(=O)COc2ccccc21)N(Cc1ccc2c(c1)OCO2)CC1CCCO1 (stereo not given)	-4	106	100*	4	5	-3	98	1.1	25	104	26
COc1ccc(-c2nc(C#N)c(NCc3cccnc3)o2)cc1OC	0	102	-31	1	24	11	101	0.2	11	96	-15
CCOC(=O)c1c(NC(=O)CSC2=NN3CCCC(=O)N=C3S2)sc2c1CCCCC2	-2	107	-2	18	6	4	102	2.8	19	107	.
CCCC(C(=O)NCc1ccco1)N(C(=O)CNS(=O)(=O)c1ccccc1)c1ccc(OC)cc1 (stereo not given)	0	102	-12	2	25	-9	99	0.7	12	108	0
COCCNC(=S)N1CCOCC1	-2	97	-89	0	6	6	96	0.3	12	100	.
CC(=O)OCCOc1nc(N(C)C)nc(N(C)C)n1	1	99	-2	1	8	-10	97	0.1	4	100	20
Cc1ccc(NC(=O)CCn2c(=O)oc3ccccc32)cc1	-5	101	-6	38	28	-16	100	1.3	21	102	.
CCn1c(SCCC#N)nnc1-c1ccncc1	-3	100	-38	0	37	-10	98	-0.1	19	100	-37
Cc1ccc(/C=C/C(=O)O)cc1S(=O)(=O)N(C)CCO	-2	99	1	0	9	-10	95	0.0	18	98	7
CCOc1ccc(CN2CCN(Cc3cc4c(cc3Cl)OCO4)CC2CCO)cc1 (stereo not given)	.	83	-11	.	4	17	?	.	.	90	-15
O=C(NCC1OCCc2ccccc21)c1cc(COc2c(F)cccc2F)on1 (stereo not given)	-4	94	4	-1	5	9	98	-0.6	17	98	-16
CCOC(=O)NC1(NC2CCCCC2)Oc2ccccc2O1	0	97	-13	0	12	-5	98	0.0	18	101	-1
CCOC(=O)c1cc(C#N)c(SCC(=O)OC)[nH]c1=O	.	99	72*	.	6	21	?	.	.	102	-12
COc1ccc(-c2noc(Cc3cccs3)n2)cc1	-6	101	11	13	11	-4	103	0.4	26	102	.
CCc1cc(C(=O)COc2ccccc2F)c(O)cc1O	0	101	6	8	19	25	105	0.9	32	102	2
COc1ccc(Cl)cc1S(=O)(=O)Nc1ccncc1	-5	103	-23	0	15	4	100	0.1	24	99	16
O=C(NC1CC1)c1cc(-c2ccccn2)nc2ccccc12	-4	93	-10	2	40	-4	90	0.4	18	93	-9
CC(NC(=O)Nc1ccc([N+](=O)[O-])cc1)C(c1cccs1)N1CCCC1 (stereo not given)	-3	101	-1	49	4	7	102	1.2	10	100	2
Cc1csc2c(N3CCN(C(=O)c4ccc(C(C)(C)C)cc4)CC3)ncnc12	.	101	3	.	4	0	?	.	.	101	15

Molecules shown so far with two or more sulfur atoms (2):
SMILES	Bim-Mcl-1	RGS4-Gao reg	Mcl1 Bid PPI	ABCG2 inh	Avidin fluor	Mcl1-Noxa inh	RGS7-Gao	ABCB1 block	GSH bead fluor	RGS8-Gao reg	Pf gamet viab
Cc1nc(SC2C=CS(=O)(=O)C2)n[nH]1 (stereo not given)	2	98	5	0	13	13	97	0.1	10	100	.
CCOC(=O)c1c(NC(=O)CSC2=NN3CCCC(=O)N=C3S2)sc2c1CCCCC2	-2	107	-2	18	6	4	102	2.8	19	107	.
